# Screening data from PubChem.
# RGS12 GoLoco inh = blocks human Gai1 binding to RGS12 GoLoco peptide, red readout; Potency, µM (top dose mostly 61.6 µM), without a hit: top-dose activity, negative = inhibition, hits mostly inhibitors; AID 880; 0.44% of 230,000 active; P63096; Gai1:RGS12 GoLoco peptide FP, rhodamine, 10 min; active = well fitted inhibition curve with a large enough effect, not every such curve was filed as active; inactive = no such curve, though single readings can be large or run the other way; note: nearly all actives have a fitted effect of over 30% in size; many of its hits are not listed in these tables
# L3MBTL1 block = blocks human L3MBTL1 | Q9Y468 | AlphaScreen L3MBTL1–H3K9me1 peptide binding | Potency, µM (series often up to 57.1 µM), without a hit: top-dose activity, negative = inhibition, hits mostly inhibitors | 0.66% of 230,000 active; note: nearly all actives have a fitted effect of over 60% in size
# Target sequence (Q9Y468 whole entry, looked up): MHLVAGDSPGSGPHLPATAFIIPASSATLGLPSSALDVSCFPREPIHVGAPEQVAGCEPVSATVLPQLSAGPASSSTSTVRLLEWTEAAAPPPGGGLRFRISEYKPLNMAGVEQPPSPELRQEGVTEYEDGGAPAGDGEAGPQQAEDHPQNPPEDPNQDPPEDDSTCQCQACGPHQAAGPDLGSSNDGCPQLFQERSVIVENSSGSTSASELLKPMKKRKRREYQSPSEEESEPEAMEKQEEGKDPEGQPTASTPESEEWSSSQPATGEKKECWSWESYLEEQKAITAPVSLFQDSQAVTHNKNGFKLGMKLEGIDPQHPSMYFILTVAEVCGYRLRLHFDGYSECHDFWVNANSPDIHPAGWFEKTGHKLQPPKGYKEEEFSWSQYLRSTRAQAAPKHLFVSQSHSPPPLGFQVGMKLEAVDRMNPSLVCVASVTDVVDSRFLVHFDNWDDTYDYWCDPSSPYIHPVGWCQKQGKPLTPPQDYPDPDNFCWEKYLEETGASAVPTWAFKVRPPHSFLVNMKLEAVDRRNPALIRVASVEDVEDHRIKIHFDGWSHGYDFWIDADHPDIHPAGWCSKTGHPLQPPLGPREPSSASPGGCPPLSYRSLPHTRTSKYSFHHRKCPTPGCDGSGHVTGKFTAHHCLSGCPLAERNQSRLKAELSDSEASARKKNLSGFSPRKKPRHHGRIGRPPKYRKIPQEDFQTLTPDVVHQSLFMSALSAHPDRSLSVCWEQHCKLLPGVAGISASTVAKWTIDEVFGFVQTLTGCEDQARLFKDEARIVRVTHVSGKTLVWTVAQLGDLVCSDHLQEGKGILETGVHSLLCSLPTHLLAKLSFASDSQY
#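 AlphaScreen assay: L3MBTL1 (50 nM final) was preincubated 30 min at room temperature with biotinylated H3(1-15)K9me1 peptide (75 nM final), then 30 min with library compounds; streptavidin donor and nickel chelate acceptor beads (10 ug/mL final) added, 30 min dark.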
# TRb-SRC2 inh = TRbeta-SRC2 interaction inhibition; P10828; Potency, µM (series often up to 106 µM), without a hit: at the top dose activity change, negative = inhibition, hits mostly inhibitors; 0.065% of 280,000 active; TRbeta-SRC2 peptide binding, fluorescence polarization; receptor liganded with 1 µM T3;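 note: plate controls were bound peptide for no effect and peptide without receptor for full effect; nearly all actives have a fitted effect of over 50% in size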
#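 Human TRb LBD (0.6 uM) plus Texas Red-labeled SRC2 peptide (20 nM), 1uM T3, 5% DMSO, 5 hr at ambient temperature. Decreased polarization (555/632 nm) flags inhibition; data normalized to free and bound peptide controls.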
# GAA glycogen mod = inhibitors or activators of human alpha-glucosidase glycogen cleavage; Potency, µM (doses to about 76.4 µM), for the others: top-dose activity change, negative = inhibition, actives largely listed as inhibitors; recombinant GAA, glycogen substrate, Amplex Red glucose oxidase fluorescence; 0.38% of 300,000 active; AID 2100; P10253;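 note: 0% = full enzyme reaction and -100% = no-enzyme basal signal; the screen sought inhibitors and activators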
#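 Recombinant enzyme (4 nM final) with compounds titrated up to 77 uM and bovine liver glycogen (30 ug) in citrate pH 5.0, 0.01% Tween-20, 37 C 40 min. Released glucose detected by Amplex Red/glucose oxidase (Ex 573/Em 610); AC50 from Hill fits.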
# TR SRC2 fluor cs = alters Texas Red total fluorescence, flagging assay interference. AID 1479. 0.29% of 280,000 active. Potency, µM (highest dose often 106 µM), inactives show top-dose fluorescence change, negative = quenching. TRb/SRC2 Texas Red total fluorescence interference; active = well fitted curve in either direction with a large enough effect; inconclusive = small, poorly fitted or top-dose-only effect
#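 Flags fluorescent or light-absorbing compounds by total fluorescence, S + 2P, at 555 nm excitation and 632 nm emission. Mixture: 20 nM Texas Red SRC2 peptide, 0.6 uM human TRb LBD, 1 uM T3, 5% DMSO; compound exposure 5 h at ambient temperature.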
# GAA spleen mod = lysosomal alpha-glucosidase (human) modulation; P10253; human spleen homogenate, 4-MU-alpha-glucoside fluorescence; Potency, µM (titrated, usually from 79.9 µM), for the others: at the highest dose activity change, negative = inhibition, usual class: inhibitors; 0.006% of 240,000 active;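 note: 0% = enzyme with vehicle and -100% = no enzyme basal signal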
#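 Enzyme source: human spleen homogenate, 1 ug/well. Buffer 50 mM citric acid/K phosphate pH 5.0, 0.01% Tween-20. 4-MU-alpha-glucoside 1 mM; 37 C x 40 min; NaOH/glycine stop; fluorescence.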
# RECQ1 inh = RECQ1 (human) helicase inhibition. 0.54% of 240,000 active. Potency, µM (titrated, usually from 57.3 µM), for inactives: at the top dose activity, negative = inhibition, usual class: inhibitors. P46063. RECQ1 DNA unwinding, red fluorescence kinetic read;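 note: plate controls were vehicle for no effect and no enzyme for full effect; nearly all actives have a fitted effect of over 30% in size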
#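 RECQ1T1 50 nM; forked duplex (20 bp + 30-nt ss tails) 200 nM, ATP 2 mM final; pH 8.0, 2 mM MgCl2, 2.5 ug/ml poly(dI-dC); 15 min compound preincubation; discontinuous kinetic read over 2 h at RT.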
# GAA inh = blocks human lysosomal alpha-glucosidase; P10253; AID 1466; Potency, µM (series often up to 76.9 µM), without a hit: top-dose activity change, negative = inhibition, most hits filed as inhibitors; 0.005% of 200,000 active; purified human GAA, 4-MU-alpha-glucoside fluorescence;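 note: plate controls were uninhibited enzyme wells for no effect and no-enzyme background for full effect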
#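 Read-out is 4-methylumbelliferone fluorescence (Ex 365/Em 440 nm) after NaOH/glycine stop at pH 10. Enzyme 4 nM, substrate 400 uM, pH 5.0 citrate buffer, 20 min room temperature; AC50 from Hill-equation concentration-response.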
# The depositor's hits bear a star; i = inactive; ? = inconclusive; . = no result given; & = joins results of further samples; [ ] = remark or other dose. Unless noted, calls come from the whole dose curve; as a rule, active = well fitted curve in the direction sought with a large enough effect; inconclusive = small, poorly fitted or top-dose-only effect, or another doubt; inactive = no such curve, though single readings can be large; an effect the other way counts as inactive or inconclusive. Unless noted, % is set by controls: 0 for no effect and ±100 for the full control effect; potency is the fitted concentration of half-maximal effect.
SMILES,RGS12 GoLoco inh,L3MBTL1 block,TRb-SRC2 inh,GAA glycogen mod,TR SRC2 fluor cs,GAA spleen mod,RECQ1 inh,GAA inh
Cc1nn(-c2ccccc2)c(C)c1/C=N\NS(=O)(=O)c1ccc(Cl)cc1,15.9%,.,-0.2%,-9.3%,-1.8%,-3.9%,-3.3%,-0.2%
O=[n+]1c2c(n([O-])c3c1CCCC3)CCCCC2,-2.4%,4.9%,-10.8%,-6.2%,0.8%,-1.6%,-4.6%,-3.2%
CN(C(=O)/C=C/c1ccc([N+](=O)[O-])s1)c1ccccc1,5.6%,-24.7%,1.8%,-4.0%,-8.2%,-8.8%,-21.8%,-6.2%
CN(C)CCCN(C(=O)c1cccs1)c1nc(-c2ccccc2)cs1,0.9%,.,-3.1%,0.7%,-0.3%,-7.4%,-4.5%,-14.4%
CCCn1c(SCC(=O)NCCc2ccc(OC)c(OC)c2)nc2c1c(=O)n(C)c(=O)n2C,8.7%,1.3%,-9.4%,-0.9%,-0.4%,8.8%,i,-3.3%
COc1cccc([C@@H]2Oc3ccc(Br)cc3C(=O)[C@H]2OC(=O)Nc2ccc(C)c(Br)c2)c1,-2.4%,.,-0.2%,.,-1.4%,-8.7%,-8.1%,.
Cn1cc(SCC(N)=O)c2ccccc21,1.0%,9.3%,1.4%,-1.3%,-0.8%,-2.6%,-6.9%,-0.5%
O=C(c1nn2cccnc2c1Cl)N1CCN(c2ccccc2)CC1,4.3%,?,3.8%,6.4%,1.5%,2.8%,-1.9%,-3.6%
O=C(Cc1cccs1)Nc1nncs1,10.2%,-0.6%,2.3%,-5.2%,-0.4%,-0.2%,-8.7%,-0.4%
Cc1ccnc(SCC(=O)c2ccc(Br)cc2)c1C#N,13.7%,26.2%,4.4%,-4.5%,-7.7%,-0.6%,?,-4.6%
CCOC(=O)c1ccc(NCc2nc3ccccc3n2C)cc1,.,1.9%,2.9%,-0.2%,-4.2%,-9.7%,-3.8%,3.3%
CCN1C(c2ccc(F)cc2)=CS/C1=C(\C#N)c1nnc2n1-c1ccccc1SC2,-1.0%,-14.6%,-4.0%,9.5%,-2.7%,0.9%,-4.9%,-1.9%
CC1CCCCN1C(=O)Cn1c(=O)n(-c2ccc(F)cc2)c(=O)c2sccc21 (stereo unspecified),-5.2%,.,-3.4%,1.9%,-2.3%,-1.3%,-3.5%,4.3%
CCCC(=O)NC(NC(=S)Nc1c(C)n(C)n(-c2ccccc2)c1=O)C(Cl)(Cl)Cl (stereo unspecified),-9.8%,5.9%,2.6%,-1.6%,-1.8%,-10.3%,-2.5%,1.1%
Cc1cccc(-n2c(O)c(/C=N/NC(=O)c3ccccc3Cl)c3ccccc3c2=O)n1,35.8%[activator],-4.5%,-14.8%,-27.4%,-3.5%,-11.8%,i,-1.9%
COc1ccc(CCNC(=O)C2CC(=O)N(c3ccc(Br)cc3)C2)cc1OC (stereo unspecified),5.8%,-7.2%,-3.6%,11.2%,1.5%,3.5%,i,14.3%
COc1ccc(OC)c(-c2c(=O)n(OCc3ccccc3Br)c3ccccc3[n+]2[O-])c1,1.0%,-0.6%,-1.1%,1.6%,-1.5%,-7.9%,-10.2%,-7.8%
O=C1Cc2ccccc2Sc2ccccc21,45.7%[activator],9.2%,-1.8%,-9.6%,-4.4%,-3.5%,-10.3%,8.3%
COc1nc(OC)nc(N2CCC(NC(=O)C(Cc3cccc(OC)c3OC)NC(C)=O)CC2)n1 (stereo unspecified),-6.5%,.,5.8%,2.3%,4.5%,5.4%,-5.6%,.
c1ccc(-c2noc(-c3ccccc3-c3ccccc3)n2)cc1,15.5%,.,-7.8%,-5.5%,1.6%,-0.8%,-9.3%,-2.1%
CCn1c(NC2CCCCC2)nc2ccccc21,4.4%,.,-0.5%,5.5%,-2.7%,0.9%,-2.6%,-21.4%
CC(C)c1nc2oc3c(N4CCN(C)CC4)ncnc3c2c2c1CCC2,-7.2%,7.9%,-12.8%,1.4%,-5.8%,-0.7%,i,-6.4%
COc1cccc(-n2nnc3c(=O)n(Cc4cccc(F)c4)cnc32)c1,8.4%,5.6%,9.6%,-13.6%,-1.4%,-2.1%,12.9%,-21.8%
C[C@@H](C(=O)Nc1nc2ccccc2s1)N1C(=O)C2CC=CCC2C1=O (stereo partly specified),10.5%,-7.0%,3.8%,0.7%,-1.4%,-1.7%,i,0.1%
O=C(NCCc1ccc(F)cc1)c1cc(=O)c2ccccc2o1,-1.1%,.,-5.9%,4.0%,-2.5%,-0.1%,i,-4.7%
# New compounds follow
SMILES,RGS12 GoLoco inh,L3MBTL1 block,TRb-SRC2 inh,GAA glycogen mod,TR SRC2 fluor cs,GAA spleen mod,RECQ1 inh,GAA inh
COC(=O)c1sc(S(=O)(=O)N2CCC(C(=O)O)CC2)c(C(=O)OC)c1C,-4.8%,.,3.1%,0.5%,-2.3%,1.7%,-16.7%,3.5%
COc1cc(C(F)(F)F)nc(-c2ccccn2)n1,-9.2%,.,-0.5%,6.7%,-2.5%,2.9%,i,?
Nn1c(Cc2cccc3ccccc23)nnc1SC1CCOC1=O (stereo unspecified),-7.6%,.,1.2%,0.7%,-0.9%,-0.4%,i,-3.5%
COc1ccc(CNC(=O)CN2C(=O)C(C)N(c3ccc(C)cc3)C2=O)cc1 (stereo unspecified),8.6%,.,7.7%,1.4%,0.4%,2.0%,-6.1%,?
CC1(C)CC(C(=O)NCCC(c2ccccc2)c2ccco2)CCO1 (stereo unspecified),-8.7%,0.4%,1.0%,1.4%,0.3%,-0.8%,-5.1%,-2.4%
CNc1cnn(-c2ccc(C)cc2)c(=O)c1Sc1ccc(C)cc1,-0.2%,-3.8%,-4.7%,-5.1%,0.1%,10.1%,-4.4%,3.8%
COC(=O)c1[nH]c2ccc(C)cc2c1NC(=O)CN1CCN(C(=O)c2ccccc2)CC1,5.7%,-9.5%,6.1%,1.3%,-1.3%,3.9%,-1.0%,-0.3%
O=C(Nc1ccc(C(=O)N2CCCC2)cc1)Nc1ccc(Cl)cc1Cl,.,5.3%,-0.6%,21.7%,-0.8%,-4.6%,-1.0%,5.7%
c1ccc(Cc2nnc3sc(C4COc5ccccc5O4)nn23)cc1 (stereo unspecified),-4.5%,-12.2%,0.2%,-1.5%,1.8%,2.1%,i,0.4%
Cc1ccsc1/C=N/NC(=O)Nc1ccccc1,-2.1%,-12.7%,-5.3%,0.1%,-0.1%,.,i,-1.4%
CCN(CC)CCOC(=O)c1ccccc1Br,1.8%,.,6.1%,8.8%,0.4%,-5.0%,-4.8%,-1.5%
COc1ccc(C(CC(=O)NCCCN2CCOCC2)NS(=O)(=O)c2ccc(C)cc2)cc1 (stereo unspecified),5.1%,2.2%,2.5%,5.0%,-2.6%,-0.6%,i,-3.1%
CCOC(=O)C1=NN(C(=O)c2ccccc2)C(O)(c2ccc(C)cc2)C1 (stereo unspecified),4.5%,-2.3%,-1.2%,0.4%,-0.2%,-2.4%,-1.4%,-3.6%
Cc1c(C(=O)Nc2ccccc2[N+](=O)[O-])csc1-c1ccccc1,.,?,4.6%,-4.8%,0.1%,-2.1%,-10.2%,?
Cc1cccc(OCCCC(=O)Nc2ccc(N(C)C)cc2)c1,-18.8%,-26.8%,-6.4%,11.4%,-0.8%,1.9%,-2.4%,-14.6%
Cc1ccccc1N1CCN(S(=O)(=O)c2ccccc2)CC1,-1.9%,-2.2%,-1.0%&-2.4%,-16.8%[76.3 µM],6.2%&-7.1%,-14.8%,-9.0%,-11.2%
COc1ccc(-n2c(SCC(=O)NCCCN3CCCC3=O)nnc2C(C)N2CCCCC2)cc1 (stereo unspecified),10.5%,4.2%,7.3%,1.7%,-3.6%,-3.3%,-1.6%,4.0%
CCn1nc(CC(=O)Nc2ccc(-n3cnnn3)c(OC)c2)c2ccccc2c1=O,3.7%,-0.9%,2.8%,6.7%,3.8%,5.5%,-2.7%,-2.9%
CN(C)CC(=O)c1c(N)n(Cc2ccccc2)c(=O)n(C)c1=O,-5.2%,8.3%,1.0%,-0.1%,-1.0%,0.5%,-6.2%,-1.6%
O=C(CN1CCOCC1)Nc1cccc(Br)c1,10.6%,3.2%,-4.9%,-4.7%,1.1%,0.8%,-17.0%,2.4%
O=C(CSC1=NCCN1)C1COc2ccccc2O1 (stereo unspecified),0.0%,11.0%,-0.6%,-2.2%,1.2%,-7.9%,3.4%,-2.7%
O=C(CCS(=O)(=O)c1ccccc1)Nc1ccccc1N1CCOCC1,6.5%,.,0.2%,-2.4%,-4.9%,1.8%,-5.3%,5.7%
O=c1c2[nH]c3cccc(Cl)c3c2ncn1CCN1CCCCC1,-1.7%,-2.1%,-0.9%,-3.7%,-2.5%,3.3%,-6.4%,4.1%
CCOc1ccc(C(=O)SC2=NCCS2)cc1,7.5%,.,5.6%,2.5%,0.1%,-2.8%,-6.9%,-3.7%
O=C(CCCn1c(=O)[nH]c2cc(Cl)ccc2c1=O)NCCC1=CCCCC1,0.1%,.,3.3%,5.8%,-4.0%,5.3%,-11.0%,-0.6%

# Entries of single compounds, quoted from the list:
# Profile of CN(C)CCCN(C(=O)c1cccs1)c1nc(-c2ccccc2)cs1 → RGS12 GoLoco inh: 0.9%; L3MBTL1 block: .; TRb-SRC2 inh: -3.1%; GAA glycogen mod: 0.7%; TR SRC2 fluor cs: -0.3%; GAA spleen mod: -7.4%; RECQ1 inh: -4.5%; GAA inh: -14.4%
# Profile of Cc1nn(-c2ccccc2)c(C)c1/C=N\NS(=O)(=O)c1ccc(Cl)cc1 → RGS12 GoLoco inh: 15.9%; L3MBTL1 block: .; TRb-SRC2 inh: -0.2%; GAA glycogen mod: -9.3%; TR SRC2 fluor cs: -1.8%; GAA spleen mod: -3.9%; RECQ1 inh: -3.3%; GAA inh: -0.2%
# Profile of CN(C)CC(=O)c1c(N)n(Cc2ccccc2)c(=O)n(C)c1=O → RGS12 GoLoco inh: -5.2%; L3MBTL1 block: 8.3%; TRb-SRC2 inh: 1.0%; GAA glycogen mod: -0.1%; TR SRC2 fluor cs: -1.0%; GAA spleen mod: 0.5%; RECQ1 inh: -6.2%; GAA inh: -1.6%

# Only part of the results is shown; count on the stated rates, not on these rows.
